# Epigenetic reg: Quantitative High-Throughput Screen for Regulators of Epigenetic Control; Potency, µM (titrated, usually from 53.9 µM), for the others: top-dose GFP activation, hits mostly activators; 280,000 tested, 0.2% active; murine LDR cells, GFP reporter derepression, 30 h; also: % of control where 0% means no effect; nearly all actives have a fitted effect of over 60% in size
#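 Readout is the number of GFP-expressing murine LDR cells, counted by cytometry following washing. Cells were treated with compound for 30 h at 37 C; the stably integrated CMV-GFP locus is normally silent.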
# SMN2 splice enh: qHTS Assay for Enhancers of SMN2 Splice Variant Expression | HEK293 SMN2-luciferase splicing reporter, luminescence, 30-36 h | Potency, µM (titrated, usually from 46.1 µM), for the others: at the top dose activity change, positive = activation, usual class: activators | 210,000 tested, 2.8% active | AID 1458, 2008; also: % of control where 0% means no effect; nearly all actives have a fitted effect of over 55% in size
#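 qHTS luciferase splicing reporter: luminescence rises when SMN2 exon 7 is included in transfected HEK293 cells. Compound exposure lasted 30-36 h at 37C, with 4.5 mM final sodium butyrate as control, followed by a ONE-Glo read.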
# RECQ1 inh: qHTS Assay for Inhibitors of RecQ-Like Dna Helicase 1 (RECQ1); RECQ1 DNA unwinding, red fluorescence kinetic read; ATP-dependent DNA helicase Q1 (Homo sapiens), P46063; Potency, µM (top dose mostly 57.3 µM), for inactives: at the top dose activity, negative = inhibition, actives largely listed as inhibitors; 240,000 tested, 0.54% active;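 also: plate controls were vehicle for no effect and no enzyme for full effect; nearly all actives have a fitted effect of over 30% in size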
# Target sequence (P46063 whole entry, looked up): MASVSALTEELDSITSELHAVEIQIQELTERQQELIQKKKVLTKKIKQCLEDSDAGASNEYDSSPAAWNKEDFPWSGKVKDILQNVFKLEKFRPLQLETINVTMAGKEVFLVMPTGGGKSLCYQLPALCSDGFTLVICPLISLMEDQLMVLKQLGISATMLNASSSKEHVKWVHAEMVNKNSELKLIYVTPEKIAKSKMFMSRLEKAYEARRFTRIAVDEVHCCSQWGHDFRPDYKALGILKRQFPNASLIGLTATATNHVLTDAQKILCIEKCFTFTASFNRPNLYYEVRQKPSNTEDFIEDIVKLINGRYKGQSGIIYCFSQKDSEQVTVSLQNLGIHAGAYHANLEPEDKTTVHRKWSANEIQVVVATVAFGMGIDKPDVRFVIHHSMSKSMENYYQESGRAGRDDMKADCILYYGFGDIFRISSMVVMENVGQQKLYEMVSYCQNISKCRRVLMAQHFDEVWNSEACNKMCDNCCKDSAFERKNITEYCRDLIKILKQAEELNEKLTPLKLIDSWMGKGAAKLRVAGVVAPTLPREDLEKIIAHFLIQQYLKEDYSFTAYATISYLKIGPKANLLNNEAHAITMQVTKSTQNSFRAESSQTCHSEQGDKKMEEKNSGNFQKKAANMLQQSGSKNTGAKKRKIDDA
#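 50 nM RECQ1T1 preincubated 15 min with compound in Tris pH 8.0 buffer with MgCl2, DTT, Tween-20 and 2.5 ug/ml poly(dI-dC); started with 200 nM TAMRA/BHQ-2 forked duplex and 2 mM ATP. Unwinding read as fluorescence (525/598 nm), two reads 2 h apart.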
# KDM4E inh: qHTS Assay for Inhibitors of Human Jumonji Domain Containing 2E (JMJD2E) | JMJD2E catalytic domain, FDH-coupled NADH fluorescence (FDH is formaldehyde dehydrogenase) | Potency, µM (highest dose often 57.1 µM), without a hit: top-dose activity change, negative = inhibition, usual class: inhibitors | 230,000 tested, 1.6% active; active = well fitted inhibition curve with a large enough effect, not every such curve was filed as active; inconclusive = small, poorly fitted or top-dose-only effect, or another doubt; inactive = no such curve, though single readings can be large or run the other way;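 also: 0% = wells with enzyme and -100% = buffer wells without enzyme; nearly all actives have a fitted effect of over 50% in size; many of its hits are not listed in these tables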
# Target sequence (B2RXH2 1-337 limits assumed): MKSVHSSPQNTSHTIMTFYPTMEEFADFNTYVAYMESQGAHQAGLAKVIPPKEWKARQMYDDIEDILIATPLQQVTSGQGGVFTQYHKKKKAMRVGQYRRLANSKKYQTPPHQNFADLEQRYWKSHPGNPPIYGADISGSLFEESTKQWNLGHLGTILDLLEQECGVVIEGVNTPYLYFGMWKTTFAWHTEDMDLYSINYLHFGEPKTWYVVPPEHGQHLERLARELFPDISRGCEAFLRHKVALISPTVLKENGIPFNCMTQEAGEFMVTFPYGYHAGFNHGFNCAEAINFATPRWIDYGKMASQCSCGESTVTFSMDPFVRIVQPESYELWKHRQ
# KinaseGlo FLuc: Counterscreen for Luciferase (Kinase-Glo TM) Inhibition; Luciferin 4-monooxygenase (Photuris pensylvanica), Q27757; Kinase-Glo luciferase, ATP luminescence, 8 min; Potency, µM (titrated, usually from 38.3 µM), without a hit: at the highest dose activity change, negative = inhibition, actives largely listed as inhibitors; 200,000 tested, 0.28% active; AID 1379, 2008; also: % is scaled to controls: 0 for no effect and ±100 for the full control effect; nearly all actives have a fitted effect of over 60% in size
#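 Compounds were added to a substrate mix at pH 7.2 (50 mM imidazole, 10 uM ATP, within the enzyme's linear range), followed by Kinase-Glo detection reagent; luminescence was measured after 8 minutes at ambient temperature.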
# RGS12 GoLoco inh: qHTS Assay for Inhibitors of RGS12 GoLoco Motif Activity (Red Fluorophore) | Guanine nucleotide-binding protein G(i) subunit alpha-1 (Homo sapiens), P63096 | Potency, µM (titrated, usually from 61.6 µM), inactives show at the highest dose activity, negative = inhibition, hits mostly inhibitors | 230,000 tested, 0.44% active | Gai1:RGS12 GoLoco peptide FP, rhodamine, 10 min; active = well fitted inhibition curve with a large enough effect, not every such curve was filed as active; inactive = no such curve, though single readings can be large or run the other way; also: % is scaled to controls: 0 for no effect and ±100 for the full control effect; nearly all actives have a fitted effect of over 30% in size; many of its hits are not listed in these tables
# IMPase Li inh: qHTS Assay for Identifying the Cell-Membrane Permeable IMPase Inhibitors: Potentiation with Lithium | CHO-M1 cells, IP1 TR-FRET (IP-One), carbachol + lithium | Potency, µM (highest dose often 59.4 µM), inactives show at the highest dose activity, negative = IMPase inhibition, usual class: inhibitors | 210,000 tested, 0.35% active | AID 1457, 2008;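 also: IP1 builds up when IMPase is blocked and the TR-FRET signal falls; plate controls were basal vehicle for no effect and high inhibitor control for full effect; nearly all actives have a fitted effect of over 50% in size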
#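 Test compounds were applied to CHO-M1 cells previously cultured for 16–30 h at 2000 per well. A small lithium amount accompanied them; after 30 min at 37C, IP1 was quantified by TR-FRET.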
# NPSR antag: qHTS Assay for Antagonists of the Neuropeptide S Receptor: cAMP Signal Transduction; CHO-NPSR cells, cAMP TR-FRET, antagonist mode; Potency, µM (doses to about 38.3 µM), without a hit: at the top dose activity change, negative = inhibition, actives largely listed as inhibitors; 220,000 tested, 1% active; also: % is scaled to controls: 0 for no effect and ±100 for the full control effect; nearly all actives have a fitted effect of over 50% in size; many of its hits are not listed in these tables
# The depositor's hits bear a star; i = inactive; ? = inconclusive; nt = no result given; & = joins results of further samples; [ ] = dose if it differs, or a comment. Unless noted, calls follow the shape of the dose curve; as a rule, active = well fitted curve in the direction sought with a large enough effect; inconclusive = small, poorly fitted or top-dose-only effect, or another doubt; inactive = no such curve, though single readings can be large; an effect the other way counts as inactive or inconclusive. Potency is read from the fitted curve at half-maximal effect.
no.	Compound	KDM4E inh	RECQ1 inh	NPSR antag	SMN2 splice enh	Epigenetic reg	KinaseGlo FLuc	RGS12 GoLoco inh	IMPase Li inh
1	C[N+]1(CCC[N+]2(C)C[C@H]3[C@H](C2)[C@H]2C=C[C@@H]3CC2)CCOCC1 (stereo partly specified)	nt	nt	nt	-16%[9.22 µM]	nt	-7%[7.66 µM]	-3%[14.2 µM]	-24%
2	CC(CCC(=O)O)C1CC[C@@]2(C)C3C(=O)CC4C(C)(C)C(O)CC[C@]4(C)C3C(=O)C[C@]12C (stereo partly specified)	1%	i	28%	nt	1.3%	nt	-13%	nt
3	COc1cccc(C(=O)/C=C/c2ccc(N3CCCCC3)c([N+](=O)[O-])c2)c1	-8%	-18%	-47%	-20%	?	-4%	6%	2%
4	CCC(=O)Nc1ccc(C(=O)OCc2ccccc2)cc1	-3%	-9%	-10%	21%	0.0%	1%	10%	12%
5	CCOC(=O)c1c(-c2ccc(C)o2)csc1NC(=O)COC(=O)c1ccc(NC(N)=O)cc1	?	-5%	?	17%	5.5%	-4%	89%[activator]	-105%[38.3 µM]
6	Cc1cc(NS(=O)(=O)c2ccc(NC(=O)CSc3nc4ncccc4[nH]3)cc2)nc(C)n1	-23%	-2%	-14%	nt	-2.2%	nt	6%	nt
7	Cn1cc(/C=C2\SC(=O)N(c3ccc(O)cc3)C2=O)c2ccccc21	2%	16%	-29%	nt	12%	nt	1%	nt
8	c1ccc(CNc2ncnc3nc[nH]c23)nc1	6%	?	-7%[46.1 µM]	-7%	0.0%	0%	7%	1%[38.3 µM]
9	CS(=O)(=O)N1CCN(C(=O)c2cccnc2)CC1	3%	-4%	8%[46.1 µM]	0%	-0.1%	-2%	-4%	-4%[38.3 µM]
10	c1ccc2c3c([nH]c2c1)C1(CCCCC1)NCC3	7%	-19%	-11%	12%	-4.5%	-2%	6%	-9%
11	O=C(O)CCCCCNC(=O)/C=C/c1ccco1	-2%	-1%	-7%	nt	0.0%	-2%	10%	12%
12	c1ccc(CCNc2ncnc3scc(C4COc5ccccc5O4)c23)cc1 (stereo unspecified)	-4%	-18%	?	-30%[inhibitor]	1.5%	1%	13%	56%[activator][38.3 µM]
13	CCN(CC)C(=O)C(=O)N/N=C/c1ccc(C(=O)OC)cc1	5%	-13%	27%	8%	0.0%	-1%	-1%	4%
14	COc1ccc(C2CC(O)(c3ccccc3)Oc3cc(OC)c(OC)c(OC)c32)cc1 (stereo unspecified)	-10%	-3%&-16%	?	nt	-1.8%	nt	-25%	nt
15	O=C(CSCc1cccc(Cl)c1)NCc1ccc2c(c1)OCO2	8%	i	-5%[46.1 µM]	9%	3.8%	0%	0%	3%[38.3 µM]
16	CN1CCC/C1=C1/C(=O)N(c2ccccc2)N=C1NC(=O)Nc1cccc(Cl)c1	-7%	i	-17%	-18%	-1.6%	-2%	6%	1%
17	CSCCC(NS(=O)(=O)/C=C/c1ccccc1)C(=O)O (stereo unspecified)	10%	-6%	6%	9%	4.0%	2%	7%	1%
18	Cc1ccc(S(=O)(=O)NCC(=O)Nc2cccc([N+](=O)[O-])c2)cc1	13%	i	-1%	-8%	3.9%	3%	1%	2%
19	c1ccc2c(c1)OCCOCCOc1ccccc1OCCOCCO2	6%	7%	16%	-32%[inhibitor]	7.4%	5%	7%	-2%
20	O=C(OCc1nc2ccccc2s1)c1ccccc1O	-15%	i	-46%	-4%	8.4%	-17%	9%	10%
21	Cc1ccc(NC(=O)COC(=O)c2ccc(Cl)cc2)cc1S(=O)(=O)N(C)C	-5%	-24%	1%	11%	-1.6%	3%	6%	4%
22	COCC(C)NCc1cc(Br)ccc1OC (stereo unspecified)	?	-12%	8%	3%	-2.6%	1%	5%	0%
23	Cc1cc(OCc2ccccc2)ccc1/C(O)=C1/C(=O)C(=O)N(Cc2cccnc2)C1c1ccncc1 (stereo unspecified)	-9%	2%	?	nt	-0.3%	nt	15%	nt
24	COc1ccc(C(=O)N2CCC3(CCN(C)CC3)CC2)cc1	nt	-1%	nt	-5%	nt	-1%	2%	8%
25	CC(C)/C=N/Nc1nc(-c2ccc(Br)cc2)cs1	-11%	-14%	-14%	5%	-9.5%	1%	8%	-2%
26	C=C(C)CSc1nc(N)cc(=O)[nH]1	-3%	0%	-9%[46.1 µM]	0%	7.5%	1%	7%	-11%[38.3 µM]
27	O=S(=O)(c1cc(Cl)ccc1Cl)n1ccnc1	5%	10%	-13%	nt	1.6%	3%	6%	7%
28	COC(=O)Cn1c(CN2CCN(c3ccc(F)cc3)CC2)nc2c1c(=O)n(C)c(=O)n2C	4%	-4%	10%[46.1 µM]	-84%[inhibitor]	0.7%	-2%	7%	1%[38.3 µM]
29	COCCNc1oc(-c2ccc(F)cc2)nc1C#N	?	-8%	-2%[46.1 µM]	5%	-2.2%	-2%	8%	-12%[38.3 µM]
30	COc1ccccc1C1CN=NC12CCCc1ccccc1C2=O (stereo unspecified)	1%	-7%	-22%[46.1 µM]	-2%	-1.1%	5%	-3%	9%[38.3 µM]
31	Cc1ccc(NC(=O)c2ccccc2)cc1-n1cnnn1	?	-14%	5%	nt	3.3%	-11%	1%	0%
32	COc1ccc(CCNC(=O)CN(c2ccc(OC)c(OC)c2)S(C)(=O)=O)cc1	0%	-7%	-2%[46.1 µM]	-30%	-0.2%	-6%	1%	11%[38.3 µM]
33	O=C(Nc1cccc([N+](=O)[O-])c1)c1ccc(CN2CCOCC2)cc1	6%	0%	12%	nt	-2.0%	-2%	2%	1%
34	O=C(COc1ccc2ccccc2c1Br)N1CCN(c2ccccn2)CC1	?	-2%	-12%[46.1 µM]	-36%[inhibitor]	1.3%	0%	-1%	-11%[38.3 µM]
35	CC(=O)/C(C)=N\O	-16%	3%	nt	nt	-1.5%	5%	3%	14%
36	Cc1ncc(CSc2ccccc2N)c(CO)c1O	nt	nt	nt	-5%[9.22 µM]	nt	-3%[7.66 µM]	-1%[14.2 µM]	4%
37	O=C(CSc1nc(-c2ccccc2)nc2c1Cc1ccccc1O2)Nc1ccccc1	4%	-8%	-3%[46.1 µM]	-21%	2.8%	1%	10%	?
38	COc1ccc(OC)c(S(=O)(=O)n2cccn2)c1	1%	-19%	2%[7.67 µM]	3%	0.9%	1%	-13%	-9%[38.3 µM]
39	O=C(CNc1cccc2ccccc12)N/N=C/C(Br)=C/c1ccccc1	6%	-6%	?	15%	-1.2%	1%	16%	13%[38.3 µM]
40	CC(C)N(C(=O)CSc1nc(COc2ccccc2)nc2ccccc12)C(C)C	-5%	-6%	?	-22%	0.0%	-1%	9%	18%
41	CC(C)=N/N=C(/c1ccc([N+](=O)[O-])cc1)C12CN3CN(CN(C3)C1)C2	10%	-4%	17%	-35%[inhibitor]	2.8%	2%	4%	-6%
42	Cc1ccc(-n2c(O)c(C=Nc3ccc(S(=O)(=O)Nc4ncccn4)cc3)c3ccccc3c2=O)cc1C	?	i	-40%	?	-1.5%	-1%	5%	1%
43	CCN(C(=O)CSc1nnc(-c2ccc(Cl)cc2)n1C)C1CCS(=O)(=O)C1 (stereo unspecified)	-1%	i	12%	3%	12%	-2%	6%	16%
44	COc1c(C)cc(C(=O)C2CCCN(Cc3c(C)n(C)n(-c4ccccc4)c3=O)C2)cc1C (stereo unspecified)	5%	2%	-11%	nt	-1.1%	0%	-5%	1%
45	CC(C)CC1NC(=O)N(CC(=O)Nc2ccccc2-c2ccccc2)C1=O (stereo unspecified)	1%	i	12%	-5%	0.1%	1%	1%	4%
46	Cc1cc(NC(=O)Nc2ccccc2[N+](=O)[O-])no1	7%	i	-14%	18%	1.3%	-10%	4%	2%

# Some of the entries so far, with values under each structure:
# Every second line gives: KDM4E inh	RECQ1 inh	NPSR antag	SMN2 splice enh	Epigenetic reg	KinaseGlo FLuc	RGS12 GoLoco inh	IMPase Li inh
31) Cc1ccc(NC(=O)c2ccccc2)cc1-n1cnnn1
  ?	-14%	5%	nt	3.3%	-11%	1%	0%
36) Cc1ncc(CSc2ccccc2N)c(CO)c1O
  nt	nt	nt	-5%[9.22 µM]	nt	-3%[7.66 µM]	-1%[14.2 µM]	4%
39) O=C(CNc1cccc2ccccc12)N/N=C/C(Br)=C/c1ccccc1
  6%	-6%	?	15%	-1.2%	1%	16%	13%[38.3 µM]

# Entries above that contain a nitro group on carbon, in the order listed:
no.	Compound	KDM4E inh	RECQ1 inh	NPSR antag	SMN2 splice enh	Epigenetic reg	KinaseGlo FLuc	RGS12 GoLoco inh	IMPase Li inh
3	COc1cccc(C(=O)/C=C/c2ccc(N3CCCCC3)c([N+](=O)[O-])c2)c1	-8%	-18%	-47%	-20%	?	-4%	6%	2%
18	Cc1ccc(S(=O)(=O)NCC(=O)Nc2cccc([N+](=O)[O-])c2)cc1	13%	i	-1%	-8%	3.9%	3%	1%	2%
33	O=C(Nc1cccc([N+](=O)[O-])c1)c1ccc(CN2CCOCC2)cc1	6%	0%	12%	nt	-2.0%	-2%	2%	1%
41	CC(C)=N/N=C(/c1ccc([N+](=O)[O-])cc1)C12CN3CN(CN(C3)C1)C2	10%	-4%	17%	-35%[inhibitor]	2.8%	2%	4%	-6%
46	Cc1cc(NC(=O)Nc2ccccc2[N+](=O)[O-])no1	7%	i	-14%	18%	1.3%	-10%	4%	2%

# Screening data from PubChem BioAssay.

# An excerpt; the hit share may differ from the screen's.
